RmlCD inh 1536 – M. tuberculosis RmlC/RmlD inhibition; actives 0.03% (n = 160,000); RmlC+RmlD coupled enzyme assay, percent inhibition; primary screen in compound mixtures; inhibition, % at 3.6 µM; in the data active = inhibition mostly above about 34%, no sharp cut-off; inconclusive = no clear call, values can overlap the other calls; inactive = mostly below about 22%; also: some results filed as inactive read as strong as hits
Target sequence (P9WH09 whole entry, looked up): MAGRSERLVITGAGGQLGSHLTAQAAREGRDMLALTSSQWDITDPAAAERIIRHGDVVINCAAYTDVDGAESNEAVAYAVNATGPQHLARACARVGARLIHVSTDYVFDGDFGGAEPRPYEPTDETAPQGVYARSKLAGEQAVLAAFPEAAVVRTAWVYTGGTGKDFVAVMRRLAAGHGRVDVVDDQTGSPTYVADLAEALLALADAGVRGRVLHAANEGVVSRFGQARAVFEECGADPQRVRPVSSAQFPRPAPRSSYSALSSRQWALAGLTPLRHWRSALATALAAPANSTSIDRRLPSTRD
Target sequence (P9WH11 whole entry, looked up): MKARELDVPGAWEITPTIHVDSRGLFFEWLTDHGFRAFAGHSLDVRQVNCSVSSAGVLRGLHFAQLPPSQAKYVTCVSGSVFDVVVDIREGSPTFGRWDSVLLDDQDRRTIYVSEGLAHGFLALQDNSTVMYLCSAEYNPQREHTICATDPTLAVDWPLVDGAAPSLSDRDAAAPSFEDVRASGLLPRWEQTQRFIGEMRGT
GlmU inhibition – inhibition of mycobacterial GlmU enzyme – biochemical, glucosamine-1-phosphate acetyltransferase (AID 1376) | M. tuberculosis GlmU acetyltransferase enzyme assay; higher % means a stronger effect | inhibition, %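 (tested at 30 µM in the primary screen)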, or IC50 in µM where a hit was titrated | actives 0.25% (n = 220,000); in the data active = inhibition above about 13%; inconclusive = no clear call, values can overlap the other calls;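 also: 0% = complete reaction with vehicle and 100% = reaction without substrate; strong numbers were not always called active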
* marks the source's active call; other numbers are inactive results; ? = inconclusive; . = not tested or not shown.

Compound | RmlCD inh 1536 | GlmU inhibition
N=C1C(c2ccccc2)=C(O)CN1c1cccc2ccccc12 | -1.4 | 5.2%
COc1ccc(Cn2c(=O)c3c(nc(NCCO)n3C)n(C)c2=O)cc1 | . | 0.3%
CCCN(Cc1cc(=O)[nH]c2ccccc12)C(=O)CC | -0.1 | 5.3%
Cc1ccc(OCCC(=O)Nc2ccc(C)c(F)c2)cc1 | . | -1.1%
COC(=O)c1cc2c(s1)=NC=NP=2(N1CCOCC1)N1CCOCC1 | ? | 4.0%
CC(C)OCCCn1c(=S)[nH]c2ncccc2c1=O | 9.0 | 3.5%
CC(=O)c1ccc(NC(=O)CSc2nnc(-c3ccoc3C)n2Cc2ccccc2)cc1 | 9.0 | 0.6%
O=C(Cc1coc2ccc3ccccc3c12)N1CCCC1 | . | -1.8%
O=C(Nc1ccc2oc(=O)ccc2c1)c1ccccc1[N+](=O)[O-] | 47.7 | -0.9%
CCOc1ccc(NC(=O)c2cccnc2SC)cc1 | 9.6 | 7.5%
CCOC(C(=O)OCCCN(CC)CC)(c1ccccc1)c1ccccc1 | . | -4.9%
O=C(COC(=O)CNC(=O)c1sc2ccccc2c1Cl)Nc1c(Cl)cc(Cl)cc1Cl | 5.9 | -3.6%
Cc1ccc(S(=O)(=O)N(C)CC(=O)Nc2nc3ccccc3s2)cc1 | -1.5 | 2.0%
COc1ccc(-n2nnnc2SCC(=O)NCCc2ccc(OC)c(OC)c2)cc1 | . | -0.8%
CCC(c1nnnn1Cc1ccc(OC)cc1)N1CCN(c2ccc(OC)cc2)CC1 (stereo not drawn) | -8.8 | -4.2%
Cc1ccc(C(=O)C2CCN(CC(=O)Nc3ccc(N(C)C)cc3)CC2)cc1 | 11.1 | -3.3%
CCOCCCNC(=O)CN1C(=O)/C(=C\c2ccc(C)cc2)Sc2ccccc21 | -10.9 | 3.5%
CN(c1ccc(OCC(=O)Nc2ccc3[nH]c(=O)[nH]c3c2)cc1)S(=O)(=O)c1ccc(Cl)cc1 | . | -1.7%
Cc1cc(C)cc(NC(=O)c2ccc(Cn3nc(C)c(Cl)c3C)o2)c1 | . | -5.7%
CCOC(=O)N1CCC(NC(=O)Cc2ccc(-n3c(=O)[nH]c4ccccc4c3=O)cc2)CC1 | . | 6.9%
CC(=O)NS(=O)(=O)c1ccc(NC(=O)c2ccc(Cl)cc2[N+](=O)[O-])cc1 | -11.2 | 3.0%
CCOC(=O)C1(CCc2ccccc2)CCN(Cc2cccc3nccnc23)CC1 | -8.5 | 1.7%
Cc1[nH]c2ccccc2c1C(c1ccccn1)N1CCC(C)CC1 (stereo not drawn) | 16.5 | 1.7%
Cc1nn(Cc2ccccc2Cl)c(Cl)c1/C=C/C(=O)OCC(=O)NC1CCS(=O)(=O)C1 (stereo not drawn) | 0.1 | -1.9%
Cn1c(=O)oc2cc(S(=O)(=O)N3CCN(Cc4ccc5c(c4)OCO5)CC3)ccc21 | . | 0.5%
COc1cccc(OC)c1OCCCCc1c(C)n[nH]c1C | 8.1 | 1.6%
COc1ccc(N2C(=O)CCC(C(=O)NCCCN3CCC(C)CC3)C2c2ccc(OC)c(OC)c2)cc1 (stereo not drawn) | 3.8 | -0.3%
COC(=O)C1=C(C)OC(N)=C(C#N)C1c1ccccc1F (stereo not drawn) | . | -5.0%
Cc1ccc2nc(-c3sc4nc(C)ccc4c3N)[nH]c2c1 | . | 3.4%
O=C(CN1CCC(n2nnc3cc(F)ccc32)CC1)NNC(=O)c1ccccc1 | . | -2.4%
CC(C)(C)C1CCc2onc(C(=O)Nc3cccnc3)c2C1 (stereo not drawn) | 7.8 | -6.3%
COC(=O)CCC(=O)Nc1sc2c(c1C#N)CCCC2 | -6.7 | -6.5%
COc1ccc(/C=C/C(=O)OCC(=O)Nc2ccc(OC)c(S(=O)(=O)N3CCCCC3)c2)cc1 | 1.1 | -4.2%
Cc1onc(-c2c(Cl)cccc2Cl)c1/C(N)=N/OC(=O)C1CC1 | 5.5 | 0.3%
N#Cc1nc(-c2ccco2)oc1N1CCN(c2ccccc2)CC1 | -2.6 | -8.8%
Cc1sc(NC(=O)Cn2[nH]c(=O)c3ccccc3c2=O)nc1-c1ccccc1 | -4.8 | -1.6%
CN(C)S(=O)(=O)N1C(=O)c2ccccc2C1=O | 11.2 | .
Cn1c(=O)c2c(-c3ccccc3)n(CCCN3CCOCC3)cc2n(C)c1=O | . | -7.5%
CSC1=NCCN1C(=O)c1cccc(Br)c1 | . | 3.6%
CC(C#Cc1c([C@@H](C)Oc2ccccc2)nnn1Cc1ccccc1)Oc1ccccc1 (stereo partly drawn) | -6.3 | 4.2%
Cc1ccc(C(=O)CS(C)(=O)=O)cc1 | . | -4.0%
COc1ccc(-c2nc(SC)n(C)c(=O)c2C#N)cc1OC | 6.7 | 4.8%
Cn1ncc([N+](=O)[O-])c1C(=O)Nc1nccs1 | 6.7 | 1.4%
Cc1ccc(-c2cc3nc(C)cc(NCc4ccco4)n3n2)cc1 | -11.0 | -2.0%
Cc1ccc(NC(=O)CNCC(c2ccccc2)N(C)C)cc1F (stereo not drawn) | . | -3.2%

Of the compounds above, these contain a thiophene ring, fused or not:
Compound | RmlCD inh 1536 | GlmU inhibition
COC(=O)c1cc2c(s1)=NC=NP=2(N1CCOCC1)N1CCOCC1 | ? | 4.0%
O=C(COC(=O)CNC(=O)c1sc2ccccc2c1Cl)Nc1c(Cl)cc(Cl)cc1Cl | 5.9 | -3.6%
Cc1ccc2nc(-c3sc4nc(C)ccc4c3N)[nH]c2c1 | . | 3.4%
COC(=O)CCC(=O)Nc1sc2c(c1C#N)CCCC2 | -6.7 | -6.5%

Further results follow:
Compound | RmlCD inh 1536 | GlmU inhibition
O=C(OCCNc1nc(-c2ccccc2)nc2ccccc12)c1ccncc1 | -3.8 | -3.1%
Cc1cc(C)n(-c2ccc(C(=O)Nc3ccccc3N3CCOCC3)cc2)n1 | -2.7 | 1.4%
CC1CCN(CC(=O)Nc2sc3c(c2C#N)CCC3)CC1 | . | 8.8%
CN1C2CCC1/C(=C\c1ccccc1)C(=O)/C2=C\c1ccccc1 | . | -0.4%
CCC(=O)Nc1ccc(C(=O)CSc2nc3ccc(C)cc3[nH]2)cc1 | 1.8 | 6.3%
O=C(Nc1ccc2ccccc2n1)C1CCCCC1 | 18.7 | -2.4%
CC1=C(C(=O)OCc2ccccc2)C(c2cccnc2)c2c(n(C)c(=O)n(C)c2=O)N1 (stereo not drawn) | -10.1 | 1.5%
CC12CC3(C)CC(C)(C1)CC(C(=O)NCc1ccccn1)(C2)C3 | -13.6 | 1.3%
CCOC(=O)c1cnc(SC)nc1Oc1cccc(NC(=O)c2ccc(Cl)cc2)c1 | -3.4 | -3.0%
COC(=O)COc1cc(Cl)c(C=O)cc1OC | 7.8 | -2.8%
COCCNCC(=O)NC12CC3CC(CC(C3)C1)C2 | 5.4 | 1.2%
COc1cc(N=c2ssnc2Cl)cc(OC)c1OC | 7.5 | 14.1%*
CCOC(=O)C1(Cc2ccccc2Cl)CCN(C(=O)c2cnccn2)CC1 | -9.8 | -1.4%
Cn1cc(NC(=O)Nc2ccc(C(F)(F)F)cc2)c(C(F)(F)F)n1 | 16.4 | -1.7%
CC1CCN(c2nc(-c3ccncc3)nc3ccccc23)CC1 | . | -1.0%
CCOC(=O)c1cn(Cc2ccccc2)nn1 | -9.4 | -7.3%
Cc1cc(=O)c2ccccc2[nH]1 | -9.0 | -5.6%
O=C(Nc1ccc(F)cc1)Nc1ccc(Oc2ncnc3cc(Cl)ccc23)nc1 | -0.7 | 1.8%
COc1ccc(-c2nc(C#N)c(NCCN(C)C)o2)cc1 | -5.4 | 3.2%
COc1cc(OC)c(OC)cc1/C=N/NC(=O)c1cccc(S(=O)(=O)N2CCOCC2)c1 | -2.3 | 0.3%
O=C(CN1CCCCC1)Nc1ccc(F)c(Cl)c1 | 7.2 | -1.4%
COc1ccc(CNC(=O)CN(c2cccc(OC)c2)S(C)(=O)=O)cc1 | 9.1 | -3.0%
COc1ccccc1NC(=O)c1cccc(S(=O)(=O)N2CCOCC2)c1 | 9.1 | 0.0%
Cc1nnc(NC(=O)C(C)Oc2ccc3c(C)cc(=O)oc3c2)s1 (stereo not drawn) | . | 1.5%
O=C(O)c1ccc(NS(=O)(=O)/C=C/c2ccccc2)cc1 | . | -1.2%
Cc1coc(C)c1C(=O)CC1(O)C(=O)N(Cc2ccccc2)c2ccccc21 (stereo not drawn) | . | -1.7%
CC(C)(C)C(=O)Nc1nc(NC(=O)C(C)(C)C)nc(-c2ccccc2Cl)n1 | -8.3 | -5.4%
CCCN(C(=O)c1ccco1)c1nnc(-c2cccc(C)c2)s1 | 2.4 | -3.5%
COc1ccc(-c2nsc(SCC(=O)NCC3CCCO3)n2)cc1 (stereo not drawn) | -10.8 | 3.6%
OCC[C@H]1C[C@H](O)[C@@H](O)[C@]2(CCCO2)O1 | . | 1.3%
O=C1CCCC(O)=C1C=Nc1ccc(O)cc1 | 1.7 | -6.0%
COc1ccc(NC(=O)c2ccc(NC(=O)C(C)C)cc2)c([N+](=O)[O-])c1 | 2.8 | 0.8%
C[C@H]1CC[C@]2(O[C@@H](CCO)C[C@@H](O)[C@@H]2O)O1 | . | 2.9%
CC(O)CNc1ccc([N+](=O)[O-])c2cccnc12 (stereo not drawn) | -7.1 | -5.8%
COc1ccccc1OCCn1c(=O)oc2ccc(C)cc21 | 0.2 | 7.1%
CN(Cc1ccccc1)c1ccc(N2C(=O)CCCC2=O)cc1[N+](=O)[O-] | -8.1 | 3.1%
COc1ccc(-c2nc(N)ncc2-c2csc(C)n2)c(O)c1OC | 6.1 | 1.4%
O=S(=O)(NC12CC3CC(CC(C3)C1)C2)c1ccc(F)cc1 | 9.0 | 0.0%
CCN1CCN(c2ccc(N=Cc3ccc(O)cc3O)cc2)CC1 | 4.8 | -3.8%
CCc1ccc2[nH]c3nc(C)cc(C)c3c(=O)c2c1 | 2.0 | 2.4%
Cc1ccnc(SCCn2c(N3CCN(C)CC3)nc3c2c(=O)n(C)c(=O)n3C)n1 | 2.8 | 2.5%
O=C(CCCCl)NC1=NN(c2ccccc2)C(=O)C1 | -10.3 | 0.8%
CC1CSc2ccccc2NC1=S (stereo not drawn) | . | 4.4%
C=CCn1c(=O)c2ccccc2n2nnc(C(=O)OCC)c12 | 12.1 | 4.7%
O=C1c2ccccc2NC2CCCCCN12 (stereo not drawn) | . | 2.9%
CCOC(=O)N1CCN(CCC(=O)Nc2cc(OC)cc(OC)c2)CC1 | . | -0.9%
CC[n+]1c(C)cc2c(sc3ccccc32)c1C | -1.6 | -3.9%
Cc1cccc(Cl)c1NC(=S)NCCc1ccccn1 | -9.4 | 3.2%
C/C(N)=C(/C#N)C(=O)COC(=O)Cc1coc2ccc3ccccc3c12 | -6.2 | -0.1%
CN(C)c1ccc(P(=O)(OC2CCCCC2)C(O)c2ccncc2)cc1 (stereo not drawn) | . | -3.9%
O=C(Nc1ccc(F)cc1F)Nc1csc2ccccc12 | -1.7 | -1.5%
Cc1ccc(CCNC(=O)CS(=O)Cc2nc(-c3cccs3)oc2C)cc1 (stereo not drawn) | 4.8 | 2.3%
Cc1[nH]c2ccccc2c1C(=O)CN1CCCC1 | 18.8 | 4.3%
O=C1c2ccccc2C(=O)C1c1nccc2ccccc12 | 8.0 | -3.1%
CCOP(=O)(OCC)C(NC(C)=O)C(=O)c1ccccc1 (stereo not drawn) | -12.0 | -0.7%
COc1ccc(N2CCN(C(=O)CCNC(=O)c3ccc(C(C)(C)C)cc3)CC2)cc1 | 4.4 | 1.9%
CCN(CC)c1ccc(-c2n[nH]c(=S)n2-c2ccccc2C)cc1 | 4.0 | 6.3%
CCOC(=O)CNC(=O)CSc1nc(N)cc(N)n1 | . | 1.8%
CN(C1=NC(=O)C(CC(=O)O)S1)c1ccc(O)cc1 (stereo not drawn) | -13.1 | -2.2%
CCCS(=O)(=O)N1CCC(C(=O)N2CCCC2)CC1 | -0.8 | -5.5%

Following part
Compound | RmlCD inh 1536 | GlmU inhibition
CN(NC1OC(=O)c2ccccc21)c1ccc(Cl)cc1[N+](=O)[O-] (stereo not drawn) | 7.1 | 0.7%
CCCC(=O)Nc1ccc(NC(=O)Cc2ccccc2)cn1 | 16.3 | 0.5%
Fc1cccc(NCc2ccoc2)c1 | -12.1 | -6.7%
CCCCCC[C@@H]([C@@H](C)O)n1cnc2c(N)ncnc21 | . | 0.7%
CSc1ncccc1C(=O)OCC(=O)c1cccs1 | 0.3 | 2.1%
COCC(=O)Nc1ccc(OC)c(Cl)c1 | . | 3.0%
COc1ccc(S(=O)(=O)CCC(=O)Nc2ccc(OC)cc2OC)cc1 | . | 4.5%
COc1ccc(C)cc1NC(=O)c1cc2c(s1)CCC2 | 3.8 | -4.5%
O=C(COC(=O)Cc1ccc2c(c1)OCCO2)Nc1ccc(S(=O)(=O)N2CCCC2)cc1 | -0.2 | 0.8%
Cc1ccnc(NC(=O)Cc2ccc([N+](=O)[O-])cc2)c1 | -3.4 | -4.5%
Cc1cc(Cl)ccc1NC(=S)N(CCCN1CCOCC1)Cc1cccs1 | -11.0 | 2.9%
CCOC(=O)c1c(C)[nH]c(C)c1C(=O)COC(=O)[C@@H]1CCCN1S(=O)(=O)c1ccc(Cl)cc1 | ? | -3.8%
CCC1(CC)NC(=O)N(CC(=O)NCc2ccc3c(c2)OCO3)C1=O | -9.7 | 1.5%
CN1CCc2c(c3ccccc3n2Cc2ccccc2)C1 | . | -3.7%
CCS(=O)(=O)NCCCc1ccccc1 | 7.5 | 0.3%
C=CCSc1n[nH]c(=O)n1-c1cccc(C(F)(F)F)c1 | -11.4 | .
CCn1c(N)c(Br)c(=O)[nH]c1=O | -11.1 | 5.6%

High-throughput results as filed in PubChem BioAssay.

The list is partial; rates above refer to the full screens.
